Source: PubChem BioAssay (National Center for Advancing Translational Sciences (NCATS))
RXFP1 antagonist: antagonists of human relaxin receptor RXFP1. Q9HBX9. HEK293-RXFP1, relaxin-stimulated cAMP HTRF, 30 min; stronger effect = lower value. activity change, negative = inhibition, % at 57.5 µM. 350,000 tested, 0.59% active;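 active = activity change of -60% or lower, but not beyond a set lower limit; inconclusive = change between -60% and -40%, or beyond the set limit; inactive = change above -40%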; note: % is set by controls: 0 for no effect and ±100 for the full control effect
BLM inh: inhibitors of human Bloom syndrome helicase BLM; recombinant BLM DNA unwinding, fluorescence dequenching; AID 2528; P54132; Potency, µM (top dose mostly 56.1 µM), inactives show top-dose activity change, negative = inhibition, usual class: inhibitors; 350,000 tested, 0.2% active;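 note: potency is the fitted concentration of half-maximal effect; plate controls were vehicle for no effect and no enzyme for full effect; nearly all actives have a fitted effect of over 35% in size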
Target sequence (P54132 whole entry, looked up): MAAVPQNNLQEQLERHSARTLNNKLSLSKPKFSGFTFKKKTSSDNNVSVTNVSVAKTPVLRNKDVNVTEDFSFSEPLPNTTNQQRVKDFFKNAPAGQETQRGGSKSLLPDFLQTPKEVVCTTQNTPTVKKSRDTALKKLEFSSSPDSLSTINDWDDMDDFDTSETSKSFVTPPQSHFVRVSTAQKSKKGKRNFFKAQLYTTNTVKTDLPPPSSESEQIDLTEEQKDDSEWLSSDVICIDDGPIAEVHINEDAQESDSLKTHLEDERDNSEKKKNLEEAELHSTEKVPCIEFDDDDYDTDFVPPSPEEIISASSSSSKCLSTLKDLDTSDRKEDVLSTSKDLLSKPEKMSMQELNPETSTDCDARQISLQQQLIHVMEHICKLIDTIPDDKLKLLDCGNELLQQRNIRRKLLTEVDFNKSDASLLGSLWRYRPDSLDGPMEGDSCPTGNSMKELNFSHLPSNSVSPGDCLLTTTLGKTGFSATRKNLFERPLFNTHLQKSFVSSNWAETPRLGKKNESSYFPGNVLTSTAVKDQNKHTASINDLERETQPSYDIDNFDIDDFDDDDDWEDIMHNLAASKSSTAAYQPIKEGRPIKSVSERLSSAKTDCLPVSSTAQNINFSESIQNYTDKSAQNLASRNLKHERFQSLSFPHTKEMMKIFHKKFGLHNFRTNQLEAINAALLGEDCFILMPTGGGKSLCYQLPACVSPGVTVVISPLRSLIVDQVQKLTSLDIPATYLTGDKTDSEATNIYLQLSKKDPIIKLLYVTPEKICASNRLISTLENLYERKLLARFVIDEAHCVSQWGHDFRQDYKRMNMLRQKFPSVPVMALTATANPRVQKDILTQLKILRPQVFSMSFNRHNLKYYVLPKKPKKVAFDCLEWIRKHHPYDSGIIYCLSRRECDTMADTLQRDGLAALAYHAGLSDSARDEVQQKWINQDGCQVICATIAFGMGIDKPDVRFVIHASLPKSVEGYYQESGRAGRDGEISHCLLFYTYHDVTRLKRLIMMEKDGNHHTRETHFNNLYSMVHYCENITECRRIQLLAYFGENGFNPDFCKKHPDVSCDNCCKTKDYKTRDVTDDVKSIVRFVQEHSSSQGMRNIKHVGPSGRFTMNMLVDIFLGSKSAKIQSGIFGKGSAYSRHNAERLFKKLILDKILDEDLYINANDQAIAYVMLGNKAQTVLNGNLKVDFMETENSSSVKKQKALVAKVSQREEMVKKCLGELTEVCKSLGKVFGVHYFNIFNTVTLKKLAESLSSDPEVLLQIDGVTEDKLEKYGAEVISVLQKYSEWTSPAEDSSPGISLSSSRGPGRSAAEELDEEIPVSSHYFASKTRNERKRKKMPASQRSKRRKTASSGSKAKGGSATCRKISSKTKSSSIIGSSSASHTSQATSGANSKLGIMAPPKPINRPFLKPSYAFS
APEX1 inh: inhibitors of human APE1 endonuclease; P27695; recombinant APE1, TAMRA/BHQ-2 abasic DNA cleavage fluorescence; Potency, µM (top dose mostly 65.8 µM), without a hit: at the highest dose activity change, negative = inhibition, hits mostly inhibitors; 350,000 tested, 0.35% active; AID 2517;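 note: potency is the fitted concentration of half-maximal effect; plate controls were vehicle for no effect and reference inhibitor for full effect; nearly all actives have a fitted effect of over 55% in size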
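Compound pre-exposure to 0.75 nM APE1, 15 min at ambient temperature. Reaction initiated with 50 nM TAMRA/BHQ-2 THF substrate, read immediately in kinetic mode, 525 nm excitation, 598 nm emission.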
POLI inh: blocks human DNA polymerase iota activity; Potency, µM (highest dose often 115 µM), for the others: top-dose activity, negative = inhibition, usual class: inhibitors; Pol iota fluorescent replication assay, 10 min; AID 588590; 390,000 tested, 1% active; note: potency is the fitted concentration of half-maximal effect
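Fluorescent replication assay read twice, at 0 min and 10 min after adding 50 nM (final) substrate. Enzyme (10 nM) and compounds were first incubated 15 min at room temperature; enzyme-free buffer wells were negative controls.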
POLK inh: inhibitors of human DNA polymerase kappa | Q9UBT6 | purified Pol kappa, fluorescent DNA synthesis assay, 10 min | Potency, µM (titrated, usually from 107 µM), for the others: top-dose activity, negative = inhibition, most hits filed as inhibitors | 400,000 tested, 0.53% active; note: potency is the fitted concentration of half-maximal effect; % is set by controls: 0 for no effect and ±100 for the full control effect
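Here, compound and 10 nM enzyme are combined for 15 min at room temperature; adding 50 nM substrate (final) starts DNA synthesis, tracked by fluorescence at 0 and 10 min against buffer-only wells.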
Apoferritin bind: candidate novel general anesthetic via apoferritin binding | AID 485281 | Potency, µM (doses to about 77.5 µM), for the others: at the top dose activity change, negative = displacement, hits mostly inhibitors | 350,000 tested, 0.074% active | apoferritin/1-aminoanthracene competitive binding, fluorescence; note: potency is the fitted concentration of half-maximal effect; % is set by controls: 0 for no effect and ±100 for the full control effect; nearly all actives have a fitted effect of over 20% in size
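10 uM apoferritin + 50% sat. 1-AMA, PBS; cpd 10 min RT; Ex380/Em535 endpoint; normalized to free probe vs complex; 4-param Hill fit; propofol titration as pos. ctrl.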
Tb PGK inh: inhibitors of T. brucei phosphoglycerate kinase | P07378 | PGK/GAPDH coupled, Kinase-Glo luminescence, 60 min | Potency, µM (series often up to 57.5 µM), inactives show at the highest dose activity change, negative = inhibition, hits mostly inhibitors | 380,000 tested, 0.043% active | AID 602233; note: potency is the fitted concentration of half-maximal effect; % is set by controls: 0 for no effect and ±100 for the full control effect; nearly all actives have a fitted effect of over 60% in size
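Luminescent ATP detection (Kinase-Glo Plus) follows a 60-minute room-temperature incubation, with wells lacking PGK as controls. Buffer: 100 mM TEA (pH 7.6), 5 mM MgCl2, 0.01% Tween-20. Coupling enzyme GAPDH (100 nM final) supplies unstable 1,3-BPG in-well.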
POLH inh: blocks human DNA polymerase eta activity; 390,000 tested, 1.2% active; Potency, µM (top dose mostly 114 µM), without a hit: at the highest dose activity change, negative = inhibition, usual class: inhibitors; recombinant Pol eta, fluorescent DNA replication assay; Q9Y253; note: potency is the fitted concentration of half-maximal effect; % is set by controls: 0 for no effect and ±100 for the full control effect
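Fluorescent replication assay: 50 nM final substrate added after a 15 min room-temperature compound preincubation with 10 nM enzyme. Signal taken at 0 min and again at 10 min.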
Pol beta inh: blocks human DNA polymerase beta activity; Potency, µM (top dose mostly 114 µM), for inactives: at the highest dose activity change, negative = inhibition, usual class: inhibitors; 340,000 tested, 1.3% active; AID 485314; Pol beta primer extension/strand displacement, fluorescence kinetic; note: potency is the fitted concentration of half-maximal effect; % is set by controls: 0 for no effect and ±100 for the full control effect
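Curves were derived by four-parameter Hill fits of normalized qHTS data. The kinetic fluorescent primer-extension read was taken at 0 and 10 min after 50 nM substrate, following a 15 min room-temperature preincubation of 10 nM enzyme with compounds.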
* = called active by the depositor; i = inactive; u = inconclusive; x = not tested or not shown; [ ] = another dose, or the depositor's remark. Unless noted, calls come from the whole dose curve; as a rule, active = well fitted curve in the direction sought with a large enough effect; inconclusive = small, poorly fitted or top-dose-only effect, or another doubt; inactive = no such curve, though single readings can be large; an effect the other way counts as inactive or inconclusive. The list is partial. The share of hits here may be higher or lower than overall.

SMILES | RXFP1 antagonist | BLM inh | APEX1 inh | POLI inh | POLK inh | Apoferritin bind | Tb PGK inh | POLH inh | Pol beta inh
Oc1ccc(C(=S)N2CCCCCC2)cc1 | 5.9 | 0.5% | -0.5% | u | -10.1% | u | 8.1% | 6.7% | 4.6%
CCOC(=O)c1csc(N/N=C2\CCCc3ccccc32)n1 | -25.5 | -7.9% | 56.1%[activator] | -26.8% | 8.1% | u | -7.6% | -10.9% | -11.7%
Cc1ccc(S(=O)(=O)Cn2nnnc2C(c2ccc(F)cc2)N2CCCCC2)cc1 (stereo not given) | -10.0 | -6.8% | -3.1% | 18.3% | -8.0% | -6.2% | -6.6% | -12.9% | 2.1%
O=C(NCC1(O)CCCCC1)C1CCC(=O)N(CCc2ccccc2)C1 (stereo not given) | 5.8 | -1.8% | 6.2% | 26.6% | -9.2% | -3.6% | -2.2% | 3.2% | -0.4%
COCCNC(=O)/C(C#N)=C/c1cn(CC(=O)NCc2ccco2)c2ccccc12 | -0.6 | -20.4% | 2.4% | u | -4.0% | -20.4% | -7.3% | u | -11.2%
COc1ccc(CNC(=O)C[C@H]2C[C@H](C(=O)N(C(C)C)C(C)C)[C@@]3(C)c4[nH]c5cc(-c6ccco6)ccc5c4CCN3C2=O)cc1OC | x | x | -7.3% | 2.0% | -5.3% | x | 0.2% | -16.1% | x
Cc1ccc(CNCc2cccnc2)cc1 | 3.2 | 2.3% | 13.3% | 18.9% | -4.5% | -5.1% | 4.3% | -10.6% | 30.3%
C=CCN(CC=C)CCOc1ccccc1F | -9.7 | 5.0% | 5.8% | 75.4%[activator] | -19.3% | -0.9% | i | -2.6% | 0.2%
CCn1c(=O)c2cc(C(=O)N(CC(C)C)CC(C)C)sc2c2ccccc21 | x | -10.3% | x | 5.6% | -0.8% | u | -5.7% | -14.0% | 0.7%
CCOC(=O)CN1C(=O)S/C(=C/c2ccc(OCc3ccc(C(=O)O)cc3)cc2)C1=O | -4.9 | -0.6% | 1.8% | 3.2% | -6.5% | 7.3% | -7.1% | -6.9% | u
CCc1ccc2nc(NC(=O)c3ccc4c(=O)[nH]c(CN5CCOCC5)nc4c3)sc2c1 | 40.3 | -8.9% | -4.2% | u | -21.3% | -13.4% | -6.6% | 50.1µM* | 79.4µM*
COc1ccc(-c2nc(CCNC(=O)c3ccco3)cs2)cc1OC | -8.7 | -0.7% | -5.3% | 8.4% | -1.2% | -6.1% | 6.8% | -1.1% | -1.0%
COc1ccccc1/C=N/NC(=O)c1cccc(NC(=O)c2ccccc2C)c1 | -5.7 | -0.5% | 24.8% | 12.8% | -15.9% | -10.2% | -14.1% | -1.0% | 4.2%
CCOc1ccc(CCNC(=O)c2c(C)nn(-c3ccccc3)c2Cl)cc1OCC | -7.2 | -5.4% | 23.3% | 12.1% | 9.6% | -6.8% | -9.7% | -14.6% | 6.1%
CCOc1ccc(CNC(=O)C(C)n2ncn3cccc3c2=O)cc1 (stereo not given) | -7.3 | -1.5% | x | -9.7% | -6.7% | -5.5% | -9.2% | 1.7% | -14.5%
Cc1c(Nc2ccc3nonc3c2[N+](=O)[O-])c(=O)n(-c2ccccc2)n1C | 2.3 | -1.7% | 5.2% | 41.4%[activator] | -15.0% | -17.5% | -8.6% | -4.1% | 4.5%
CC(C(=O)NCCC1=CCCCC1)c1ccc([N+](=O)[O-])cc1 (stereo not given) | 4.8 | -9.2% | 3.1% | 2.8% | -0.1% | u | -4.7% | -11.6% | 0.7%
CC(NC(=O)COC(=O)/C=C/c1ccc2c(c1)OCO2)c1ccccc1 (stereo not given) | 10.2 | x | 9.2% | 3.0% | -15.0% | x | 1.6% | 0.5% | x
CN1C(C(=O)NCC2CC2)CC2Cn3c(nc4cc(Cl)c(Cl)cc43)C21 (stereo not given) | x | -7.0% | 3.7% | 1.0% | 4.4% | 27.0% | -2.2% | 1.4% | -1.9%
Cc1nc(NC(=S)NC(=O)c2ccccc2)sc1C | 14.2 | -5.1% | 14.7% | 31.2%[activator] | -21.7% | 32.2%[activator] | -1.1% | 7.7% | -0.9%
CCOC(=O)CN(Cc1cc(OC)cc(N(C)C)c1OC)C(=O)C1CC(CO[Si](C)(C)C(C)(C)C)=CN1C(=O)OC(C)(C)C (stereo not given) | x | -5.1% | 1.6% | -18.5% | -3.1% | -15.3% | x | x | x
CCOC(=O)C1(CCCc2ccccc2)CCN(Cc2nccn2CC)CC1 | -14.7 | -1.7% | -3.7% | 64.5%[activator] | -3.1% | -12.4% | 4.1% | -3.7% | -14.8%
O=C(C1CCN(S(=O)(=O)c2cc(Cl)ccc2Cl)CC1)N1CCOCC1 | -18.0 | 0.8% | 9.0% | u | -1.4% | -0.1% | 1.5% | 0.1% | 26.5%
CCOc1ccccc1C(=O)NC1CC2CCCC(C1)N2Cc1ccccc1 (stereo not given) | 2.2 | 4.4% | 31.4%[activator] | -4.7% | -1.3% | 5.3% | -18.2% | -13.8% | -1.4%
CCOC(=O)Cc1csc(NC(=O)CN2CCOCC2)n1 | -14.8 | -3.9% | 60.7% | -17.3% | -14.0% | -2.9% | -1.9% | 5.0% | 28.1%
CC(C)c1ccc(N(CC(=O)NCc2ccco2)C(=O)CCC(=O)Nc2nccs2)cc1 | -4.9 | 3.7% | -18.2% | -16.3% | 5.6% | -15.9% | i | -7.6% | 2.4%
Cc1ccc(S(=O)(=O)N(C)C)cc1NC(=O)C(C)OC(=O)c1ccc2c(=O)n3c(nc2c1)CCC3 (stereo not given) | 0.2 | x | x | -24.3% | 2.6% | x | -6.2% | -4.8% | x
COc1ccc(CCNC(=O)CSCc2c(F)cccc2Cl)cc1OC | 5.8 | -4.6% | 16.0% | 4.2% | -20.0% | -7.0% | 1.3% | -2.5% | -0.9%
CCOC(=O)C(C)Oc1cccc2c(=O)n(CC(=O)N3CCN(C(=O)OCC)CC3)ccc12 (stereo not given) | -5.1 | 1.0% | 1.0% | 12.2% | 5.2% | 1.5% | i | -14.8% | -1.1%
CCN(CC)CC#CCOC(c1ccccc1)c1ccccc1 | -21.1 | -5.3% | -0.5% | 72.9%[activator] | -12.4% | -8.7% | -7.6% | -24.3% | -1.5%
Cc1cc(NC(=O)CCC(=O)N(CC(=O)NC2CCCC2)Cc2cccs2)no1 | -6.6 | -7.3% | 7.9% | 68.6%[activator] | 5.4% | -11.0% | i | -19.2% | u
COC(=O)CC(c1ccc(F)cc1)n1c(C)ccc1C (stereo not given) | -10.4 | -4.8% | -0.5% | 32.4%[activator] | -7.8% | -14.7% | -7.3% | -13.4% | -11.4%
CCC1(C)Cc2ccccc2-c2nc(NCCCO)[nH]c(=O)c21 (stereo not given) | 10.5 | -1.0% | 15.2% | 17.4% | -9.8% | 0.0% | -7.6% | -15.7% | 21.3%
Cc1nc(-c2cccc(NC(=O)c3cc4cc(Br)ccc4oc3=O)c2)cs1 | -6.5 | -5.7% | -4.6% | 7.0% | -10.6% | -8.7% | 3.1% | u | -18.9%
CCCNC(=O)C(Cc1ccc(C(F)(F)F)cc1)NC(=O)c1ccc(C#N)cc1 (stereo not given) | x | x | 8.6% | -3.7% | -16.0% | x | -4.8% | -1.1% | x
CC(Sc1ccc(S(=O)(=O)N2CCCC2)cn1)C(N)=O (stereo not given) | -1.6 | x | -7.6% | 3.1% | -1.5% | x | -0.7% | -9.1% | x

Overlap with the part before: 3 entries, followed by the next part.
SMILES | RXFP1 antagonist | BLM inh | APEX1 inh | POLI inh | POLK inh | Apoferritin bind | Tb PGK inh | POLH inh | Pol beta inh
Cc1nc(-c2cccc(NC(=O)c3cc4cc(Br)ccc4oc3=O)c2)cs1 | -6.5 | -5.7% | -4.6% | 7.0% | -10.6% | -8.7% | 3.1% | u | -18.9%
CCCNC(=O)C(Cc1ccc(C(F)(F)F)cc1)NC(=O)c1ccc(C#N)cc1 (stereo not given) | x | x | 8.6% | -3.7% | -16.0% | x | -4.8% | -1.1% | x
CC(Sc1ccc(S(=O)(=O)N2CCCC2)cn1)C(N)=O (stereo not given) | -1.6 | x | -7.6% | 3.1% | -1.5% | x | -0.7% | -9.1% | x
Clc1ccc(N/N=C/c2cccnc2)cc1 | 0.0 | -3.3% | 2.1% | -0.3% | -21.6% | 1.0% | -4.8% | -8.5% | -13.9%
N#C/C(=C\c1ccc(-c2ccc(F)cc2F)o1)c1nc2ccccc2[nH]1 | -17.1 | -25.3% | x | u | -7.9% | -1.5% | -5.2% | -0.7% | u
O=C(O)CCCCCNS(=O)(=O)/C=C/c1ccccc1 | 9.2 | 1.4% | 0.2% | 86.6%[activator] | 3.0% | -6.7% | i | -7.4% | 2.0%
O=C(N/C=C/c1ccco1)Nc1cccc(Cl)c1 | 1.1 | -8.2% | u | u | -41.8% | -0.5% | -25.8% | u | -15.1%
COc1ccc2c(c1)cc1c(=O)n(CC(=O)NCCCc3ccccc3)nc(C)n12 | -2.0 | -8.3% | x | u | -19.4% | 4.8% | -7.7% | 4.9% | 4.2%
COc1ccc(-c2onc(C)c2C)cc1S(=O)(=O)N(C)Cc1ccco1 | -24.6 | -1.6% | x | 5.1% | -2.9% | -8.7% | -12.4% | -21.2% | 1.2%
C[C@H](N)C(=O)N1CCC(C(=O)N[C@@H](Cc2ccccc2)C(=O)Nc2ccc(F)cc2)CC1 | x | -1.5% | 7.7% | 21.7% | 12.0% | -6.1% | -8.4% | -13.6% | 29.6%
COc1cccc(-n2c(SCC(=O)Nc3nnc(C)s3)nc3c([nH]c4ccccc43)c2=O)c1 | x | 1.3% | x | -3.1% | -8.7%[60.1 µM] | -9.3% | 9.2% | -18.0% | 1.6%
CCC(C)[C@H](NC(=O)NCc1ccco1)C(=O)OC (stereo not given in full) | -6.1 | 0.3% | 3.1% | 168.6%[activator] | 0.4% | -2.1% | 3.9% | -17.2% | 5.2%
